# Screens deposited in PubChem BioAssay by several laboratories.
# Mac1 fbg enh = enhancers of human CD11b/CD18 binding to fibrinogen; AID 1499; hit rate 0.07% among 93,000; activation, % at 10 µM; K562 CD11b/CD18 adhesion to fibrinogen, ATPlite luminescence; P05107+P11215;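 active means 10 µM primary screen giving 50% or more activity, confirmed by 40% or more on retest at that dose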; further: strong numbers were not always called active
# ERa coact inh = blocks coactivator binding to human estrogen receptor alpha | AID 629 | hit rate 1.7% among 86,000 | TR-FRET ER-alpha LBD / SRC-1 peptide, estradiol-bound | inhibition, % at 25.6 µM; in the data active means inhibition above about 50%;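 further: 0% = receptor plus peptide control and 100% = peptide only without receptor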
# Lung fibro prol = blocks proliferation of human lung fibroblasts; LL 47 human lung fibroblast viability, ATP luminescence; hits give low values; viability, % at 10 µM; hit rate 1.1% among 85,000;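 active means viability at or below 50% in the single dose screen; inactive means viability above 50%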;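 further: compound exposure lasted 72 h before the ATP readout; 100% = median luminescence of untreated cell-only wells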
#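 Material: Human LL 47 lung fibroblast cells | Input: 1,150 cells/well | Buffer or medium: IMEM plus 15% FBS | Compound dosing: 0.1% DMSO in all compound wells | Times: Overnight cell rest, 72 h compound treatment at 37 °C | Signal: CellTiter-Glo luminescence measuring cellular ATP | Measure: % viability versus median cells-only luminescence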
# Smad3 FoxH1 inh = Smad3 (human) transcription factor binding inhibition; TR-FRET Smad3/Dy647-FoxH1 peptide binding, europium anti-His; hit rate 0.29% among 88,000; P84022; inhibition, % at 25 µM;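 active means compounds that reduce the energy-transfer binding signal between the protein and its labelled peptide by more than half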;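 further: 0% = Smad3 plus labelled peptide maximal FRET and 100% = peptide-only background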
# Target sequence (P84022 whole entry, looked up): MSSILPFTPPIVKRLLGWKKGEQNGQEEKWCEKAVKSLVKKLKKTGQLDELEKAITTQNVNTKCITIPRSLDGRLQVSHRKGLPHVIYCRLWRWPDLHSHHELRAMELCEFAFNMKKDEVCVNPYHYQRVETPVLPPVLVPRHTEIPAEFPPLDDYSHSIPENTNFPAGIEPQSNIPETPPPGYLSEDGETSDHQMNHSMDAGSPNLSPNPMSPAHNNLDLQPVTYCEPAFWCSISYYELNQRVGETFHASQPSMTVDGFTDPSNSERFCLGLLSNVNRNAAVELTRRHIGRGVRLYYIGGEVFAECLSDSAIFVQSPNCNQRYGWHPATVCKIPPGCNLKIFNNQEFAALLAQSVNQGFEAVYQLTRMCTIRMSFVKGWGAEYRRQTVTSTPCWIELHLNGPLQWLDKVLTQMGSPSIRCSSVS
# ERb coact inh = blocks coactivator binding to human estrogen receptor beta | TR-FRET ER-beta LBD / SRC1-Cy5 peptide binding; receptor agonist-loaded with 1 µM estradiol | inhibition, % at 25.6 µM | hit rate 1.3% among 86,000 | AID 633;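 active means compounds whose percent inhibition of the receptor-coactivator binding signal exceeds about 50% in the single-dose screen, limit read from the data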;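 further: 0% = receptor plus peptide wells without compound and 100% = peptide-only wells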
# Target sequence (Q92731 whole entry, looked up, the tested form may be a part): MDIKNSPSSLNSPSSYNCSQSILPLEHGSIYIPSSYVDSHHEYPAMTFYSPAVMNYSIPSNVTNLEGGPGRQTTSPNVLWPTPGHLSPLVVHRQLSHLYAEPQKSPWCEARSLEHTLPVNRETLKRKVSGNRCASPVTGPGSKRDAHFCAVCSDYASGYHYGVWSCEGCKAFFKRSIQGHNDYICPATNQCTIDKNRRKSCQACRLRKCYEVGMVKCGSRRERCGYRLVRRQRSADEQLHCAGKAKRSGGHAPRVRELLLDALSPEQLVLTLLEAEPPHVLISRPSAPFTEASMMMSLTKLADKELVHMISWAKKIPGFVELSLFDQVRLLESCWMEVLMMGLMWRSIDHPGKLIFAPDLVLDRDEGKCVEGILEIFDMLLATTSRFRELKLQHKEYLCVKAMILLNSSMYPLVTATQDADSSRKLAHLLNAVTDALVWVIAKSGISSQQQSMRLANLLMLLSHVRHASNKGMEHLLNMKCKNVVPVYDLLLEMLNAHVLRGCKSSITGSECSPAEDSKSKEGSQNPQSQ
# HUVEC inhibit = human endothelial cell proliferation inhibition; HUVEC proliferation, CellTiter-Glo luminescence, 72 h; hits give low values; viability, % at 10 µM (by protocol); hit rate 1.1% among 86,000;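 active means viability at or below 30%; inactive means viability above 30%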;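 further: 100% = median luminescence of DMSO-only cell control wells on each plate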
# ERa coact pot = ER-alpha (human) coactivator binding potentiation; P03372; TR-FRET ERalpha-LBD/SRC-Cy5 coactivator binding, 2 h; 100 = basal binding, no effect; coactivator binding (% of control), % at 25.6 µM; hit rate 1.3% among 86,000; in the data active means activity above about 200%;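 further: binding measured in presence of low estradiol as agonist stimulus; 0% = peptide alone without receptor and 100% = receptor with peptide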
# H69AR inhibit = growth inhibitors of human H69AR lung tumor cells; H69AR lung tumor viability, ATP luminescence, 72 h; hits give low values; viability, % at 10 µM; hit rate 6% among 85,000;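 active means viability at or below 40%; inactive means viability above 40%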;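 further: multidrug resistant small cell line overexpressing MRP-1 efflux transporter; 100% = mean luminescence of untreated control wells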
# MT1-MMP txn act = activates MT1-MMP transcription | HT1080 MT1-MMP promoter luciferase reporter, luminescence, overnight; hits give high values | activation factor at 10 µM | hit rate 0.16% among 86,000;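 active means activation factor of at least 2 for MT1-MMP transcription at 10 µM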
# * hit, by the source's call; / = no result given; [ ] = another dose, or the depositor's remark. The list is partial; count on the stated rates, not on these rows.
SMILES,Mac1 fbg enh,ERa coact inh,Lung fibro prol,Smad3 FoxH1 inh,ERb coact inh,HUVEC inhibit,ERa coact pot,H69AR inhibit,MT1-MMP txn act
CN(C)S(=O)(=O)c1cccc(-c2cn3cc(Cl)ccc3n2)c1,-1,0,/,-7,-1,/,100,/,1.2
OC1(c2cccc(C(F)(F)F)c2)CCNCC1,5,16,106,-7,70*[fluorescence artefact?],95,86[fluorescence artefact?],94,1
CC1CCCC(C(=O)O)N1C(=O)CCS (centres undefined),-4,-18,108,-4,4,105,91,103,1.1
CC1(C)C(=O)C2(CCCCC2)C(=O)OC1c1cccs1 (centres undefined),0,-4,98,-5,-6[fluorescence artefact?],101,129,88,1
CC(C)=CCCC1=CCC2C(=O)NNC(=O)C2C1 (centres undefined),/,-33,95,-1,-18,91,97,90,1.1
CN(CCOC(=O)C1c2ccccc2Oc2ccccc21)C(C)(C)C,/,4,97,-5,-12,93,103,100,1.1
CC1(C)CC(=O)C2=C(C1)N(c1ccc(F)cc1)C(=O)CC2c1ccsc1 (centres undefined),-4,14[fluorescence artefact?],101,2,-2[fluorescence artefact?],95,102[fluorescence artefact?],86,/
CC(Sc1nc(N2CCCCC2)c2c(c1C#N)CCCC2)C(=O)O (centres undefined),0,-3,100,1,-7,101,115,75,1.1
Cc1cc(NC(=O)c2ccc3nc(C)sc3c2)no1,-3,11,112,-4,6[fluorescence artefact?],99,125,99,1.3
COc1ccc(CN(CCN(C)C)Cc2ccccc2)c(OC)c1,0,-4,94,-6,-3,94,112,74,1.2
Cc1ccc(CCN2CC(C(=O)NCCN3CCOCC3)CC2=O)cc1 (centres undefined),0,9,99,6,1[fluorescence artefact?],95,109[fluorescence artefact?],95,1.1
Cc1ccccc1C(=O)NCc1ccncc1,0,-3,101,10,-10,94,104,71,1
CN(CC(=O)N1CCCCCC1)S(=O)(=O)c1ccc(Br)s1,4,-1,102,10,8,100,92,94,/
CSCC[C@H](NC(=O)Nc1ccc(C)cc1C)C(=O)O,-3,-41,102,1,2,82,133,100,1.1
CCC(C)NC(=O)C1CCCN1S(=O)(=O)c1ccc(Cl)cc1 (centres undefined),/,-16,99,8,-20,104,92,86,1.2
CSc1nc(-c2ccco2)cc(-c2ccccc2)c1C#N,2,-1,/,8,10,83,98,64,1
CCS(=O)c1ccccc1C(=O)O (centres undefined),4,-5,92,-2,1[fluorescence artefact?],87,114,101,1
CCCNC(=O)CC1Sc2ccccc2NC1=O (centres undefined),-1,-37,105,9,-27,96,105,83,1.2
CCOC(=O)c1cccc(NC(=O)CSc2nnc(-c3cccnc3)n2C)c1,/,2,94,2,4,92,96,85,1.1
Cc1onc(-c2c(F)cccc2Cl)c1C(=O)OCn1nnc2ccccc2c1=O,/,9,85,7,0,84,129,68,1.1
COCCNC(=O)C(c1ccccc1)N(Cc1cccs1)C(=O)Cn1nnc2ccccc21 (centres undefined),3,-9,98,-5,-4,94,108,93,1.1
Cc1nnc(C)c2c(C)n(-c3ccc(Br)cc3)c(C)c12,1,-4,105,6,-4,112,89,91,1.1
Cc1cc(C)n(-c2nc3ccccc3c(=O)n2OCC(=O)N(C)C)n1,-4,11,97,-11,8,92,74[fluorescence artefact?],95,1.1
Cc1cc(C(=O)CSc2nc3ccccc3o2)c(C)n1CC1CCCO1 (centres undefined),-1,13,92,7,-4,52,141,76,/
Cc1nnc(NC(=O)C2CCCN(S(=O)(=O)c3ccccc3C(F)(F)F)C2)s1 (centres undefined),-1,-17,92,7,-28[fluorescence artefact?],93,114,60,1.1

# Record cards, from the list above. Values in the order: Mac1 fbg enh	ERa coact inh	Lung fibro prol	Smad3 FoxH1 inh	ERb coact inh	HUVEC inhibit	ERa coact pot	H69AR inhibit	MT1-MMP txn act
# `CC1(C)CC(=O)C2=C(C1)N(c1ccc(F)cc1)C(=O)CC2c1ccsc1` (centres undefined) across the screens: -4	14[fluorescence artefact?]	101	2	-2[fluorescence artefact?]	95	102[fluorescence artefact?]	86	/
# `CC1(C)C(=O)C2(CCCCC2)C(=O)OC1c1cccs1` (centres undefined) across the screens: 0	-4	98	-5	-6[fluorescence artefact?]	101	129	88	1
# `Cc1cc(NC(=O)c2ccc3nc(C)sc3c2)no1` across the screens: -3	11	112	-4	6[fluorescence artefact?]	99	125	99	1.3
# `Cc1ccc(CCN2CC(C(=O)NCCN3CCOCC3)CC2=O)cc1` (centres undefined) across the screens: 0	9	99	6	1[fluorescence artefact?]	95	109[fluorescence artefact?]	95	1.1
# `COc1ccc(CN(CCN(C)C)Cc2ccccc2)c(OC)c1` across the screens: 0	-4	94	-6	-3	94	112	74	1.2

# Laid out differently: results already given
CC1CCCC(C(=O)O)N1C(=O)CCS (centres undefined)
  Mac1 fbg enh: -4 | ERa coact inh: -18 | Lung fibro prol: 108 | Smad3 FoxH1 inh: -4 | ERb coact inh: 4 | HUVEC inhibit: 105 | ERa coact pot: 91 | H69AR inhibit: 103 | MT1-MMP txn act: 1.1

CC1(C)C(=O)C2(CCCCC2)C(=O)OC1c1cccs1 (centres undefined)
  Mac1 fbg enh: 0 | ERa coact inh: -4 | Lung fibro prol: 98 | Smad3 FoxH1 inh: -5 | ERb coact inh: -6[fluorescence artefact?] | HUVEC inhibit: 101 | ERa coact pot: 129 | H69AR inhibit: 88 | MT1-MMP txn act: 1

# Next section.
SMILES,Mac1 fbg enh,ERa coact inh,Lung fibro prol,Smad3 FoxH1 inh,ERb coact inh,HUVEC inhibit,ERa coact pot,H69AR inhibit,MT1-MMP txn act
CCc1nnc(NC(=O)CSc2nnc(COc3ccc(C)cc3)n2-c2ccccc2)s1,1,5,88,3,8,87,112,55,1.2
CCNc1nc(Oc2ccc(C(=O)OC)cc2)nc(SC)n1,5,1[fluorescence artefact?],95,-2,6[fluorescence artefact?],90,92,55,1.2
Nc1nonc1C(=O)NCCNCc1cc(Br)ccc1OCc1ccc(F)cc1,-4,-4,94,8[fluorescence artefact?],1,91,96,51,1.2
COc1ccccc1C(CC(N)=O)c1ccco1 (centres undefined),/,7,98,4,16,103,83,98,1.2
Cc1ccc(C(C(=O)NCc2ccco2)N(Cc2ccco2)C(=O)CNC(=O)c2ccco2)cc1 (centres undefined),-1,-9,103,3[fluorescence artefact?],-6,104,125[fluorescence artefact?],95,1.1
CCCSc1nc(N)cc(=O)[nH]1,4,3[fluorescence artefact?],104,0,5[fluorescence artefact?],100,107,102,1.1
Cc1ccc(C)n1-c1ccc(N2CCOCC2)nc1,1,-26,80,2,-14,94,115,94,1.1
Cc1ccc(SCCC(=O)Nc2cccc(N(C)S(C)(=O)=O)c2)cc1,-2,4,95,1,-12,103,104,92,1.1
O=C(Nc1sc2c(c1C(=O)NCc1cccnc1)CCCC2)c1ccco1,-1,6,105,2,6,99,82[fluorescence artefact?],84,1.3
CCc1ccc(CNc2ccc(O)cc2)cc1,10,26[fluorescence artefact?],97,2,56*[fluorescence artefact?],69,71[fluorescence artefact?],53,1.2
O=C(NCCc1ccc(Cl)cc1)C1CCN(S(=O)(=O)N2CCCCC2)CC1,-3,7[fluorescence artefact?],101,6,6[fluorescence artefact?],106,95,89,1.1
O=C(COc1ccc(Br)cc1)N1CCOCC1,/,30,/,-8,14[fluorescence artefact?],96,95,102,1.2
O=C1OC(c2ccccc2)C2(CCCC2)C(=O)C12CCCC2 (centres undefined),-5,-4,97,-11,-7,99,105,90,1.1
CCOc1ccc(-n2ccnc2SCC(=O)Nc2nnc(CC)s2)cc1,/,-18,88,0,-14,105,121,93,1.2
O=C(NCC1CCCO1)c1ccc(C(=O)NCC2CCCO2)cc1 (centres undefined),0,-6,99,-7,-5,102,112,93,1
CCOC(=O)CNC(=O)CSc1nnc(-c2ccncc2)n1-c1ccc(Cl)cc1,/,1,102,19,-2,101,104,79,1
COc1ccc(C(=O)Nc2ccc(-c3cn4ccsc4n3)cc2)cc1S(=O)(=O)N1CCOCC1,-2,-8,100,-2,0,75,142,45,1.1
CCCc1ccc(OCc2ccc(C(=O)O)o2)c(OC)c1,-6,2,93,0,-1,96,87,95,1.1
CSc1nc2ccc(Nc3nc(N4CCOCC4)nc(N4CCOCC4)n3)cc2s1,17,4,85,7,1,50,103,40,0.9
NC(=O)C1CCN(C(=O)C2CCN(S(=O)(=O)c3ccccc3)CC2)CC1,-1,-3,99,9,-7,107,128,100,1.2
COC(=O)C1=C(C)N(C)C(C)=C(C(=O)OC)C1c1ccccc1C,-2,-6,92,4,-1,90,89,103,1.2
CC(=O)c1ccc(NC(=O)c2cnn3c(C(F)F)cc(C4CC4)nc23)cc1,/,26,107,4[fluorescence artefact?],23,106,184,104,1.1
CCCCCCSc1nsc(NC(C)=O)n1,0,5,111,-4,9,103,102,99,1.3
O=C(CC1(O)C(=O)N(C/C=C/c2ccccc2)c2ccccc21)c1ccccn1 (centres undefined),2,2,57,-2,0,34,109,24*,1.2
S=c1[nH]nc(-c2ccccc2)n1Cc1ccccc1,1,-3[fluorescence artefact?],98,-3,-3[fluorescence artefact?],101,70[fluorescence artefact?],97,1.3

# The list continues:
SMILES,Mac1 fbg enh,ERa coact inh,Lung fibro prol,Smad3 FoxH1 inh,ERb coact inh,HUVEC inhibit,ERa coact pot,H69AR inhibit,MT1-MMP txn act
COC(=O)CN(c1ccc2c(c1)OCCO2)S(=O)(=O)c1ccccc1,-9,8,99,-6,9,101,97,92,1.2
O=C(NCCCn1ccnc1)c1ccc(S(=O)(=O)N2CCCCCC2)cc1,/,-1,94,-12,-6,103,95,91,1
COC(=O)c1cccnc1NC(=S)NNC(=O)c1ccccc1,-4,-3,99,1,-18,89,107,82,1.3
Clc1ccc(OCCn2cnc3ccccc32)c(Cl)c1,/,2,94,13[fluorescence artefact?],-11,60,82,88,1.6
COC(=O)c1ccccc1N1C(=O)C2C(C1=O)[C@H]1C=C[C@@H]2C1 (some centres undefined),1,-3,100,-2,-4,89,96,99,1.2
COc1cccc(NC(=O)N2CCC(C(=O)Nc3ccc(C)cc3C)CC2)c1,0,-5,92,7,-7,92,120,86,1
O=C(Nc1ccc2nc(-c3ccc(Br)o3)[nH]c2c1)c1ccco1,/,6,114,3[fluorescence artefact?],7,69,105[fluorescence artefact?],51,1.3

# Four structures already listed, arranged by count of non-hydrogen atoms, highest first.
SMILES,Mac1 fbg enh,ERa coact inh,Lung fibro prol,Smad3 FoxH1 inh,ERb coact inh,HUVEC inhibit,ERa coact pot,H69AR inhibit,MT1-MMP txn act
COc1cccc(NC(=O)N2CCC(C(=O)Nc3ccc(C)cc3C)CC2)c1,0,-5,92,7,-7,92,120,86,1
O=C(NCCCn1ccnc1)c1ccc(S(=O)(=O)N2CCCCCC2)cc1,/,-1,94,-12,-6,103,95,91,1
O=C(Nc1ccc2nc(-c3ccc(Br)o3)[nH]c2c1)c1ccco1,/,6,114,3[fluorescence artefact?],7,69,105[fluorescence artefact?],51,1.3
Clc1ccc(OCCn2cnc3ccccc32)c(Cl)c1,/,2,94,13[fluorescence artefact?],-11,60,82,88,1.6
